# From PubChem BioAssay
# RECQ1 helicase – RECQ1 (human) helicase inhibition. P46063. RECQ1 DNA unwinding, red fluorescence kinetic read. Potency, µM (series often up to 57.3 µM), without a hit: at the top dose activity, negative = inhibition, most hits filed as inhibitors. hit rate 0.54% among 240,000;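 further: plate controls were vehicle for no effect and no enzyme for full effect; nearly all actives have a fitted effect of over 30% in size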
#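 RECQ1T1 50 nM; forked duplex (20 bp + 30-nt ss tails) 200 nM, ATP 2 mM final; pH 8.0, 2 mM MgCl2, 2.5 ug/ml poly(dI-dC); 15 min compound preincubation; discontinuous kinetic read over 2 h at RT.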
# TRb SRC2 PPI – TRbeta-SRC2 interaction inhibition. P10828. TRbeta-SRC2 peptide binding, fluorescence polarization; receptor liganded with 1 µM T3. Potency, µM (top dose mostly 106 µM), for the others: at the highest dose activity change, negative = inhibition, actives largely listed as inhibitors. hit rate 0.065% among 280,000. AID 1469;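 further: plate controls were bound peptide for no effect and peptide without receptor for full effect; nearly all actives have a fitted effect of over 50% in size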
# Target sequence (P10828 whole entry, looked up): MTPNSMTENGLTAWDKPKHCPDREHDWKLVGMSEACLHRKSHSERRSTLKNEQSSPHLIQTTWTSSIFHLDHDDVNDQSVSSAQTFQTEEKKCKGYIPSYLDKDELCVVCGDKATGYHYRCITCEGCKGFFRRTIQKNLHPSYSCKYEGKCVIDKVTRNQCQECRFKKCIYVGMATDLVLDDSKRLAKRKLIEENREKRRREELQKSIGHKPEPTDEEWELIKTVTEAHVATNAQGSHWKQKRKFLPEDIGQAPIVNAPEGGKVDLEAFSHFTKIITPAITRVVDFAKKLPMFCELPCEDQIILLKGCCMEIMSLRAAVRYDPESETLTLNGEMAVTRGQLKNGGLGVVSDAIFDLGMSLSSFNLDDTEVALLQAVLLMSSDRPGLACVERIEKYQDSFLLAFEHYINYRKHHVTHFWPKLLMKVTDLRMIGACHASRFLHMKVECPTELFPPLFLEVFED
#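 Binding of a 20-amino-acid Texas Red SRC2 peptide (20 nM) to TRb ligand-binding domain (0.6 uM) with agonist T3 at 1 uM was followed by fluorescence polarization after a 5 hr room-temperature incubation.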
# Lamin A splicing – changes lamin A minigene splicing in HeLa cells; Potency, µM (doses to about 46.1 µM), for the others: at the highest dose ratio change, negative = inhibition, most hits filed as inhibitors; AID 1487; hit rate 0.01% among 200,000; HeLa LMNA splicing GFP/RFP minigene ratio, 48 h; active means well fitted inhibition curve with a large enough effect in the signal ratio, with a control signal flat, not every such curve was filed as active; inconclusive means small, poorly fitted or top-dose-only effect, or effect the other way, or a change in a side signal; the % refers to the signal ratio; further: on the % scale 0 is the no-effect control and ±100 the full control effect
#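 Read-out is the ratio of GFP to DsRed2 object intensity, acquired by 488 nm laser-scanning cytometry on HeLa lamin A-EGFP minigene reporter cells. Compound incubation 48 hrs at 37 °C in Opti-MEM with 2% FBS; DMSO 0.5% final.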
# ALDH1A1 inh – blocks purified human ALDH1A1 activity; P00352; Purified ALDH1A1, NADH fluorescence, propionaldehyde substrate; Potency, µM (highest dose often 75.3 µM), for inactives: at the highest dose activity, negative = inhibition, actives largely listed as inhibitors; hit rate 7.3% among 220,000; active means well fitted inhibition curve with a large enough effect, not every such curve was filed as active; inconclusive means small, poorly fitted or top-dose-only effect, or another doubt; inactive means no such curve, though single readings can be large or run the other way;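 further: plate controls were no enzyme wells and a reference inhibitor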
# Target sequence (P00352 whole entry, looked up): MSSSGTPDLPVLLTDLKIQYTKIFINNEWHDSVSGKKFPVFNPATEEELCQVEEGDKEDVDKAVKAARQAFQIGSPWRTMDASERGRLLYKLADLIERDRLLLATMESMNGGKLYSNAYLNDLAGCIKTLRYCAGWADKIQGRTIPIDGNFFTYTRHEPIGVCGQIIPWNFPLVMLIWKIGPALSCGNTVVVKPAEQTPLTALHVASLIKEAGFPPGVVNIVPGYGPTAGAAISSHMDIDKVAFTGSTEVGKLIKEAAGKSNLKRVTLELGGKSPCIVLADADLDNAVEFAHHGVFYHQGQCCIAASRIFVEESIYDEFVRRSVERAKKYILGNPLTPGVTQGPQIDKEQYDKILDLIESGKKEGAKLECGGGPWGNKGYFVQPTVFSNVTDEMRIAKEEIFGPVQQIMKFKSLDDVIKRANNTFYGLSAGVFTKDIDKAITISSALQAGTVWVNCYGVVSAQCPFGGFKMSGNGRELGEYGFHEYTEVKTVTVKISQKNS
# JMJD2E inh – inhibitors of human JMJD2E histone demethylase; B2RXH2; AID 2147; hit rate 1.6% among 230,000; JMJD2E catalytic domain, FDH-coupled NADH fluorescence (FDH is formaldehyde dehydrogenase); Potency, µM (top dose mostly 57.1 µM), inactives show at the top dose activity change, negative = inhibition, most hits filed as inhibitors; active means well fitted inhibition curve with a large enough effect, not every such curve was filed as active; inconclusive means small, poorly fitted or top-dose-only effect, or another doubt; inactive means no such curve, though single readings can be large or run the other way;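 further: 0% = wells with enzyme and -100% = buffer wells without enzyme; nearly all actives have a fitted effect of over 50% in size; many of its hits are not listed in these tables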
# RGS12 GoLoco inh – RGS12 GoLoco-Gai1 interaction inhibition | Potency, µM (highest dose often 61.6 µM), for inactives: at the top dose activity, negative = inhibition, actives largely listed as inhibitors | P63096 | Gai1:RGS12 GoLoco peptide FP, rhodamine, 10 min | hit rate 0.44% among 230,000; active means well fitted inhibition curve with a large enough effect, not every such curve was filed as active; inactive means no such curve, though single readings can be large or run the other way; further: on the % scale 0 is the no-effect control and ±100 the full control effect; nearly all actives have a fitted effect of over 30% in size; many of its hits are not listed in these tables
# TR SRC2 fluor cs – counter-screen for TRb-SRC2 inhibitors: fluorescence interference. TRb/SRC2 Texas Red total fluorescence interference. Potency, µM (series often up to 106 µM), for inactives: at the top dose fluorescence change, negative = quenching. hit rate 0.29% among 280,000. AID 1479; active means well fitted curve in either direction with a large enough effect; inconclusive means small, poorly fitted or top-dose-only effect; further: on the % scale 0 is the no-effect control and ±100 the full control effect
#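 Human TRβ ligand-binding domain (0.6 uM) and Texas Red SRC2 peptide (20 nM) in Tris buffer with 1 uM T3 and 5% DMSO were incubated with pinned compound for 5 hr at ambient temperature. Total fluorescence was computed as S + 2P (555/632 nm).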
# SMN2 splice up – SMN2 splice variant enhancement; HEK293 SMN2-luciferase splicing reporter, luminescence, 30-36 h; AID 1458; hit rate 2.8% among 210,000; Potency, µM (top dose mostly 46.1 µM), without a hit: top-dose activity change, positive = activation, hits mostly activators; further: % of control where 0% means no effect; nearly all actives have a fitted effect of over 55% in size
#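 qHTS luciferase splicing reporter: luminescence rises when SMN2 exon 7 is included in transfected HEK293 cells. Compound exposure lasted 30-36 h at 37C, with 4.5 mM final sodium butyrate as control, followed by a ONE-Glo read.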
# Active calls of the source: *; i = inactive; ? = inconclusive; . = not tested or not shown; [ ] = remark or other dose. Unless noted, the call rests on the fitted dose curve; in most records, active means well fitted curve in the direction sought with a large enough effect; inconclusive means small, poorly fitted or top-dose-only effect, or another doubt; inactive means no such curve, though single readings can be large; an effect the other way counts as inactive or inconclusive. Potency means the concentration at half of the fitted maximal effect. The list is partial. The share of hits here may be higher or lower than overall.
SMILES,RECQ1 helicase,TRb SRC2 PPI,Lamin A splicing,ALDH1A1 inh,JMJD2E inh,RGS12 GoLoco inh,TR SRC2 fluor cs,SMN2 splice up
Cc1[nH]n(-c2ccc(Cl)cc2)c(=O)c1C(=O)c1ccccc1,-8.2%,4.5%,-9.9%[46 µM],-4.8%,-15.8%,-8.1%,-1.6%,.
COc1cccc(C(=O)C2CCCN(C(=O)CCc3scnc3C)C2)c1 (configuration not stated),i,-4.4%,.,-4.5%,-4.5%,6.7%,-4.4%,.
COc1cccc(/C=N/n2c(C)nc3ccccc3c2=O)c1O,-1.2%,2.2%,?,-7.2%,-17.8%,7.2%,-0.5%,0.2%
CCOC(=O)C1CCN(C(=O)c2sc3nc(-c4ccccc4)cn3c2C)CC1,i,-3.7%,-0.8%,-7.9%,3.8%,7.7%,2.0%,-14.0%
Cc1cc(=O)oc2cc(OCC3CC(c4ccccc4Cl)=NO3)ccc12 (configuration not stated),i,-4.6%,?,?,?,2.3%,3.1%,-6.5%
Clc1ccc2nc(C3CCN(Cc4nnnn4C4CCCCC4)CC3)[nH]c2c1,8.2%,-4.9%,?,?,13.8%,1.3%,-1.8%,-31.7%[inhibitor]
COc1cc2c(cc1OC)C(c1ccccc1)N(C(=O)c1ccco1)CC2 (configuration not stated),4.6%,-0.3%,-2.6%,?,-6.2%,-1.1%,0.6%,3.4%
CC(C)(NO)/C(=N/O)c1ccc(Br)cc1,0.6%,-4.7%,-1.3%,10.8%,1.8%,-30.3%,-1.3%,11.0%
O=C(NC(=S)N(Cc1ccccc1)Cc1ccccc1)c1ccccc1F,-7.0%,2.1%,-8.9%,-15.3%,25.0%,0.0%,-4.3%,0.3%
O=C(NCCCN1CCOCC1)c1cc2ccccc2oc1=O,5.6%,-5.3%,6.9%,?,?,0.3%,-1.9%,-14.6%
CCOC(=O)N1CCN(C(=O)C2CCN(Cc3ccc(OC)cc3OC)CC2)CC1,-11.7%,-13.1%,-5.6%,?,?,-20.4%,1.1%,?
CCCn1c2ccc(/C(C)=N\O)cc2c2cc(/C(C)=N/O)ccc21,-2.6%,-4.9%,?,-18.9%,?,-2.6%,-2.6%,-1.1%
COc1ccc(NC(=O)c2ccccc2SC)cc1OC,i,0.3%,16.0%,15.0%,-1.6%,8.2%,0.5%,-14.5%
CCCNS(=O)(=O)c1ccc(CCC(=O)N2CCN(c3ccc(F)cc3)CC2)cc1,-0.6%,-4.9%,?,?,3.3%,-5.4%,-1.1%,-39.5%[inhibitor]
O=C(NC1CCCCCC1)C1C2C=CC3(CN(Cc4cccnc4)C(=O)C13)O2 (configuration not stated),-1.8%,3.2%,7.6%,6.4%,0.7%,7.6%,2.1%,-10.5%
Cc1ccc(S(=O)(=O)NC2=C(N3CCN(Cc4ccccc4)CC3)C(=O)c3ccccc3C2=O)cc1,i,-1.1%,-14.3%,-0.9%,-1.4%,5.5%,-5.7%,14.4%
O=S(=O)(Cc1ccccc1)NCC1CCCO1 (configuration not stated),-9.0%,-1.6%,0.0%,-2.2%,-2.6%,1.1%,1.4%,-15.9%
COC(=O)NC1CCC(NC(=O)OC)CC1 (configuration not stated),i,3.0%,3.9%,8.4%,2.3%,2.1%,0.6%,4.4%
CC(=O)/C(=N\Nc1ccc(Cl)cc1Cl)Sc1cccc2cccnc12,0.8%,3.5%,?,3.2%,0.4%,-3.9%,-1.0%,-5.3%[1.84 µM]
CC(C)N1CCN(Cc2cccc3nonc23)CC1CCO (configuration not stated),i,-2.4%,.,?,-1.8%,5.1%,-2.9%,.
C/C(=N\NC(=O)C1CC1c1ccccc1)c1cccs1 (configuration not stated),-12.9%,1.7%,9.2%[0.0737 µM],13.6%,7.3%,-2.4%,3.9%,12.8%
O=C(OC1CCOC1=O)c1ccc(S(=O)(=O)N2CCCCCC2)cc1 (configuration not stated),i,-19.1%,-1.8%,?,11.0%,-19.5%,-1.5%,11.2%
CCc1nnc(NS(=O)(=O)c2ccc(NC(=S)Nc3ccc(F)cc3)cc2)s1,-0.3%,-0.1%,3.3%,?,4.0%,3.8%,-0.7%,-1.2%
CCN(CC)C(=O)Cn1nc(C)c2ccccc2c1=O,-17.5%,-0.2%,10.8%,-4.3%,-4.2%,3.7%,-5.8%,-0.9%

# Arranged by count of non-hydrogen atoms (descending): some entries from above.
SMILES,RECQ1 helicase,TRb SRC2 PPI,Lamin A splicing,ALDH1A1 inh,JMJD2E inh,RGS12 GoLoco inh,TR SRC2 fluor cs,SMN2 splice up
Cc1ccc(S(=O)(=O)NC2=C(N3CCN(Cc4ccccc4)CC3)C(=O)c3ccccc3C2=O)cc1,i,-1.1%,-14.3%,-0.9%,-1.4%,5.5%,-5.7%,14.4%
CCCNS(=O)(=O)c1ccc(CCC(=O)N2CCN(c3ccc(F)cc3)CC2)cc1,-0.6%,-4.9%,?,?,3.3%,-5.4%,-1.1%,-39.5%[inhibitor]
CCc1nnc(NS(=O)(=O)c2ccc(NC(=S)Nc3ccc(F)cc3)cc2)s1,-0.3%,-0.1%,3.3%,?,4.0%,3.8%,-0.7%,-1.2%
O=C(OC1CCOC1=O)c1ccc(S(=O)(=O)N2CCCCCC2)cc1 (configuration not stated),i,-19.1%,-1.8%,?,11.0%,-19.5%,-1.5%,11.2%
COc1cccc(/C=N/n2c(C)nc3ccccc3c2=O)c1O,-1.2%,2.2%,?,-7.2%,-17.8%,7.2%,-0.5%,0.2%
CC(C)(NO)/C(=N/O)c1ccc(Br)cc1,0.6%,-4.7%,-1.3%,10.8%,1.8%,-30.3%,-1.3%,11.0%

# Going on with the list.
SMILES,RECQ1 helicase,TRb SRC2 PPI,Lamin A splicing,ALDH1A1 inh,JMJD2E inh,RGS12 GoLoco inh,TR SRC2 fluor cs,SMN2 splice up
CSCC(=O)N1CCCC(CNC(=O)c2ccc(-c3ccccc3)cc2)C1 (configuration not stated),i,0.0%,.,3.98µM*,-19.5%,15.4%,-6.8%,.
Cn1c(=O)cc(SCC(=O)NCCCN2CCN(c3ccccc3F)CC2)c2ccccc21,i,8.0%,-2.7%,0.9%,-3.5%,.,-3.1%,.
CCOC(=O)CCCCC(=O)c1[nH]c(=O)[nH]c1CSCCO,-0.3%,5.0%,-2.7%,-14.3%,5.8%,-4.2%,-4.5%,-2.8%
Cc1ccc(-c2nc(C(F)(F)F)cc(=O)[nH]2)cc1,i,-4.1%,5.5%[46 µM],5.1%,0.9%,-1.6%,-1.7%,.
Cc1nc2cc(N)ccc2n1-c1ccccc1,-3.4%,-6.9%,-6.8%[46 µM],?,-6.1%,12.2%,-4.7%,4.3%
Cc1cc(=O)[nH]c(N/N=C/c2c(C)nn(-c3ccc(F)cc3)c2Cl)n1,7.0%,-5.4%,.,6.31µM*,-5.5%,15.0%,-3.5%,-31.4%[inhibitor]
COc1ccc(C(=O)O/N=C2\CCCc3nonc32)cc1,i,-3.7%,-0.4%,10.2%,-7.7%,6.8%,-2.0%,2.0%
CC(=O)NCCCNc1ccc([N+](=O)[O-])cc1,i,1.5%,2.4%,?,-8.1%,12.4%,-9.2%,?
O=C(c1ccc2c3c(cccc13)CC2)C1CCCN(Cc2ccccn2)C1 (configuration not stated),-8.3%,1.3%,-13.4%[46 µM],?,?,21.5%,0.9%,.
COc1ccc(C)cc1NC(=O)C1CCCN1C(=O)OCc1ccccc1 (configuration not stated),-13.6%,-4.2%,12.5%,-11.1%,0.1%,0.9%,-7.0%,-24.7%
CCCCNC(=O)c1ccccc1NC(=O)CCSc1ccccc1,0.0%,9.1%,-8.2%,?,3.2%,-8.2%,2.0%,3.3%
CCOc1ccc(N2C(=O)CC(NNc3nc4ccccc4s3)C2=O)cc1 (configuration not stated),i,-3.1%,.,.,3.0%,2.0%,-1.6%,.
CCOC(=O)C1=C(C)S/C(=C\N(C)C)C1=O,-13.3%,-22.7%,-5.1%,?,?,65.8%[activator],1.1%,5.6%
CCOC(=O)c1sc(=NC(=O)COc2ccccc2)n(C)c1C,i,-0.3%,.,4.8%,?,6.8%,-0.2%,?
O=C(NCCCl)C1Cc2c(ccc3ccccc23)O1 (configuration not stated),17.6%,-3.6%,.,?,?,9.8%,-2.5%,11.1%
CCOC(=O)N1CCN(C(=O)CN(C2CCCCC2)S(=O)(=O)c2c(C)cc(C)cc2C)CC1,-11.0%,4.9%,-11.8%,3.5%,-1.7%,2.8%,-0.4%,-9.6%
Cc1nc(N2CCOCC2)nc(N2CCCCC2C)c1[N+](=O)[O-] (configuration not stated),-12.5%,-7.8%,.,.,-1.8%,-8.4%,-1.2%,.
COC(=O)c1ccccc1N=Nc1c(C)noc1C,i,-2.1%,.,.,7.0%,11.0%,0.3%,.
COc1ccc(-c2nnc(CSc3nnc(-c4ccncc4)n3C3CCCCC3)o2)cc1OC,16.4%,-18.1%,17.0%,-3.6%,-5.6%,14.1%,2.3%,17.0%
COC(=O)[C@@]1(Cc2ccc(F)cc2)[C@H]2c3cc(C(=O)N(C)C)n(Cc4ccc(C(F)(F)F)nc4)c3C[C@H]2CN1C(=O)c1ccccc1,-3.9%,1.8%,.,-1.2%,-14.4%,-5.0%,0.2%,-20.3%
CNc1c(C(=O)O)ccc2c1C(=O)c1ccccc1C2=O,0.3%,5.8%,-21.1%,1.9%,?,38.5%[activator],-5.2%,-43.5%[inhibitor]
CCCOC(=O)CCNc1n[nH]c(=O)[nH]c1=O,2.4%,-1.7%,?,?,2.8%,-12.1%,-4.1%,-15.9%
